# Compound activity deposited in PubChem by Sanford-Burnham Center for Chemical Genomics.
# MPTP inh – permeability transition pore inhibition; AID 602449; hit rate 1.4% among 360,000; isolated mouse mitochondria, Ca2+ swelling absorbance, 30 min; inhibition, % at 10 µM;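 active means inhibition of 50% or more, scaled per plate between neutral and stimulator controls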;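 further: 0% = DMSO wells given calcium and 100% = 1 mM EGTA wells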
# mIAP activ – mouse IAP activation; muIAP, CDP-Star luminescence, 30 min; active compounds read high; 1 = vehicle-only enzyme signal, 0 = enzyme-free wells; activation factor at 10 µM; hit rate 0.24% among 330,000; AID 2805;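 active means activation factor of at least 2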; further: the source names both 10 and 20 µM as test concentration; values of inactives mirror those of a sister screen read the other way
#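 System: mouse IAP enzyme. Reagent: CDP-Star chemiluminescent phosphatase substrate. Benchmarks: DMSO wells, no-enzyme wells. Times: 30 min enzyme-substrate-compound incubation at room temperature. Detection: luminescence from enzymatic CDP-Star hydrolysis. Doses: test compounds delivered from DMSO solution.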
# mIAP inh – mouse IAP inhibition | AID 2806 | inhibition, % at 10 µM | hit rate 0.2% among 330,000 | purified mouse IAP, CDP-Star luminescence, 30 min;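 active means inhibition of at least 40% at 10 µM in the primary screen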;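 further: plate controls were DMSO with enzyme for no effect and no enzyme wells for full effect; values of inactives mirror those of a sister screen read the other way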
# A3G deaminase – inhibitors of human APOBEC3G DNA deaminase; Q9HC16; recombinant A3G, ssDNA deamination FAM/TAMRA fluorescence; inhibition, % at 20 µM; hit rate 0.28% among 330,000; AID 493012;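 active means inhibition of at least 40% at 20 µM, with no more than 30% in the related APOBEC3A deaminase screen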;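 further: plate controls were DMSO wells with A3G for no effect and wells lacking A3G enzyme for full effect; some compounds called inactive have numbers as strong as hits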
# Target sequence (Q9HC16 whole entry, looked up): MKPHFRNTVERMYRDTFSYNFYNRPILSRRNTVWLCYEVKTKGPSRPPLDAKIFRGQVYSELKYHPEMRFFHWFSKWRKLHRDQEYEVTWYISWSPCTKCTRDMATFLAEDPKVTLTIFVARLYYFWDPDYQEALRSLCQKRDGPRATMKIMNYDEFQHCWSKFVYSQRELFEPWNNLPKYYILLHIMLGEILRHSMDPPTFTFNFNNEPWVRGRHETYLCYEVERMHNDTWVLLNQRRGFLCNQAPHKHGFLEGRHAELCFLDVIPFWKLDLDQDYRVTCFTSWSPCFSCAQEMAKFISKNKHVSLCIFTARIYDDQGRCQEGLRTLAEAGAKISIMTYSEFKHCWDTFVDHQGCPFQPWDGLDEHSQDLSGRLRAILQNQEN
# hIAP block – human IAP inhibition; P09923; purified IAP, CDP-Star luminescence, 30 min; inhibition, % at 10 µM; hit rate 0.12% among 330,000; AID 2544;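 active means inhibition reaching a set limit with compound at 10 µM in the primary screen, cut at about 35% in these data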;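 further: plate controls were DMSO wells with enzyme for no effect and no-enzyme buffer wells for full effect; values of inactives mirror those of a sister screen read the other way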
# Target sequence (P09923 whole entry, looked up): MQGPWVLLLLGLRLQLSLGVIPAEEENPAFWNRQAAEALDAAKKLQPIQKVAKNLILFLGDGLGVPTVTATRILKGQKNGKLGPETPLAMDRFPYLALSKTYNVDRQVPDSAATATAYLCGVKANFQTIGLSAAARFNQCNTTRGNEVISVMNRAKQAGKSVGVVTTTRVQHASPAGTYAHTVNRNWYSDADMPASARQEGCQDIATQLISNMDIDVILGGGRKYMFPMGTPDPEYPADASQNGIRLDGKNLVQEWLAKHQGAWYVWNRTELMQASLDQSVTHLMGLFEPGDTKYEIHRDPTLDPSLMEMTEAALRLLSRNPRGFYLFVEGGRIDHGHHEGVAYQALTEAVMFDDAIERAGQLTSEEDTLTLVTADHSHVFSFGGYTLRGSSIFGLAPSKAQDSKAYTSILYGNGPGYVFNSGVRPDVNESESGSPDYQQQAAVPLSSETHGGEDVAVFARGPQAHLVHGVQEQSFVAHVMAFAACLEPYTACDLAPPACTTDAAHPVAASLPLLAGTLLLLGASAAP
# beta cell repl – MIN6 beta-cell proliferation induction; MIN6 cells proliferation, ATPlite luminescence, 48 h; cells starved in 0.2% serum; 100% = growth in 10% serum; proliferation, % at 10 µM; hit rate 0.29% among 330,000; AID 2380;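 active means compounds whose signal lies at least 3.5 SD above the mean of all wells on their plate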;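 further: 0% = DMSO-treated cells in low-serum medium and 100% = 10% serum control; some compounds called inactive have numbers as strong as hits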
# ATG4B inh – inhibitors of human ATG4B cysteine protease; AID 504462; inhibition, % at 8.33 µM; ATG4B cleavage of LC3-PLA2, NBD-HPC fluorescence, 1 h; Q9Y4P1; hit rate 0.51% among 340,000; in the data active means inhibition above about 40%
# A3A deaminase – blocks human APOBEC3A ssDNA deamination; inhibition, % at 20 µM; P31941; hit rate 0.41% among 330,000; recombinant A3A, FAM/TAMRA ssDNA deamination fluorescence; AID 493011;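 active means at least 40% inhibition at 20 µM here, with at most 30% in a related deaminase screen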;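 further: plate controls were A3A with DMSO for no effect and wells lacking A3A enzyme for full effect; some results filed as inactive read as strong as hits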
# hIAP activ – human IAP activation; purified human IAP, CDP-Star luminescence, 30 min; active compounds read high; 1 = vehicle-only enzyme, 0 = enzyme-free background; P09923; activation factor at 10 µM; hit rate 0.16% among 330,000;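 active means activation factor of the enzyme at least 2-fold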; further: the source names both 10 and 20 µM as test concentration; values of inactives mirror those of a sister screen read the other way
# Starred values were filed as active, the others as inactive; x = not tested or not shown.
# Below each SMILES – MPTP inh, mIAP activ, mIAP inh, A3G deaminase, hIAP block, beta cell repl, ATG4B inh, A3A deaminase, hIAP activ
Cc1ccc(C(=O)NCCc2ccc(S(=O)(=O)N3CCCC3)cc2)cc1
    0.5, 1, -1, -6, 9, -1, -2, -4, 0.91
Cc1ccc(C(=O)COC(=O)CCN2C(=O)C3C4C=CC(C5CC45)C3C2=O)cc1 (configuration not stated)
    0.2, 1.1, -9, 1, -12, 0, 3, 1, 1.1
Cc1cc(C(=O)Nc2ccc3c(c2)CCC3)c2ccccc2n1
    2.0, 0.95, 5, 4, 5, -3, -13, 19, 0.95
C=CCOn1c(=O)c(-c2cccs2)[n+]([O-])c2ccccc21
    5.8, 0.98, 2, -9, 2, 0, -1, -4, 0.98
O=C(CN(CC1CCCO1)C(=O)CNS(=O)(=O)c1ccc(F)cc1)NCc1ccc(F)cc1 (configuration not stated)
    0.8, 0.96, 4, -5, -7, -2, 1, -2, 1.1
O=C(Nc1ccc(S(=O)(=O)N2CCCCCC2)cc1)c1[nH]ncc1[N+](=O)[O-]
    0.8, 0.86, 14, -4, -23, 0, x, 0, 1.2
CCn1c(C2CCN(S(=O)(=O)c3ccc(OC)cc3)CC2)n[nH]c1=S
    -1.4, 0.91, 10, 28, 9, -2, -9, -3, 0.91
C=CCN=C1SCC(=O)N1S(=O)(=O)c1ccc(C)cc1
    1.7, 1.1, -9, -3, -10, -5, -14, -4, 1.1
C/C(=C\c1ccccc1)CN1CCC(C(=O)N2CCCCC2)CC1
    2.9, 0.97, 3, -6, -12, 1, -9, -5, 1.1
Cc1ccc(S(=O)(=O)Nc2nc(-c3ccc(F)cc3)cs2)cc1
    14, 0.99, 1, -1, -7, -4, 3, 1, 1.1
Cc1ccc(OCC(=O)N2CC(C)CC(C)C2)c([N+](=O)[O-])n1 (configuration not stated)
    -0.8, 1.1, -6, 5, -21, -3, 0, 3, 1.2
CC(C)CC1NC(=O)N(CC(=O)Nc2ccc(OC(F)F)cc2)C1=O (configuration not stated)
    0.3, 1, -3, 7, 0, 0, 6, 0, 1
Cc1cc(C)c2c(N)c(C(=O)c3ccc(Cl)c(Cl)c3)sc2n1
    -0.6, 0.78, 22, -8, 7, -6, -1, -2, 0.93
Cc1nc(N)c(Cc2ccc(Cl)cc2Cl)c(N)n1
    2.2, 1, -1, -8, -6, 0, 5, -6, 1.1
CCN(C[C@H]1N[C@@](C)(C(=O)OC)[C@H]2C(=O)N(Cc3ccccc3)C(=O)[C@@H]12)C(=O)c1ccc(C)cc1
    0.0, 1.1, -7, -4, 13, -1, -11, -1, 0.87
N#CC[C@H](Cc1ccccc1)N1CC[C@@H](O)CCC1=O
    -0.6, 0.99, 1, -2, 0, -3, 7, -2, 1
CC(=O)Nc1ncc(Cc2cccc(Cl)c2Cl)s1
    1.0, 0.96, 4, -5, 7, 1, -5, -3, 0.93
O=C(COc1ncnc2ccccc12)NC1CCCCC1
    1.1, 1, -5, -9, 2, 1, 0, -6, 0.98
O=C(O)C1CCCN1S(=O)(=O)c1cccc(S(=O)(=O)N2CCCC2C(=O)O)c1 (configuration not stated)
    -0.7, 0.93, 7, 2, -2, -2, -6, 3, 1
CN(CC(=O)Nc1ccccc1C(F)(F)F)C(=O)COc1ncnc2ccccc12
    -0.5, 0.98, 2, -7, 10, -3, -15, 1, 0.9
CCOc1ccc(-c2cnc3n2CCCCC3)cc1
    0.1, 0.97, 3, -4, 0, -1, -4, -8, 1
COC(=O)[C@H](CC(C)C)NS(=O)(=O)N(Cc1ccccc1)[C@@H](CC(C)C)C(=O)OC
    0.1, 0.93, 7, -3, -2, -4, 9, -1, 1
COc1cccc(CN2CC(C(=O)N3CCCCCC3)CCC2=O)c1 (configuration not stated)
    -0.9, 0.95, 5, 0, 1, 6, 1, -3, 0.99
O=C(Nc1ccc(S(=O)(=O)Nc2ncccn2)cc1)c1cccc(S(=O)(=O)N2CCCC2)c1
    -0.3, 1.1, -8, -5, -23, 1, -4, -2, 1.2
COc1ccc2c(c1)c(C(O)CN1CCC(Cc3ccccc3)CC1)c(C)n2C (configuration not stated)
    7.4, 1, 0, 2, 6, 0, -8, 0, 0.94
Cc1cc(NCc2ccc(F)cc2)nc2cc(Cl)ccc12
    2.8, 1.1, -7, -5, 20, -2, 51*, 2, 0.8
COC(=O)CCC(=O)OC1(C)C(=O)C=C2C=C(C3CC3)N(c3cccc(C#N)c3)C=C2C1=O (configuration not stated)
    -1.6, 1.1, -6, 6, -10, -3, 1, -1, 1.1
COc1ccc(NC(=O)NCCN2CCN(c3cccc(Cl)c3)CC2)cc1
    2.1, 1.2, -18, -4, 8, -3, -10, -6, 0.92
O=C(Nc1ccccn1)c1cc2ccccc2o1
    -1.3, 0.98, 2, -5, 12, -4, -5, -1, 0.88
COC(=O)c1ccc(C2SCC(=O)N2Cc2ccccc2)cc1 (configuration not stated)
    2.3, 1, 0, -7, 6, -1, -1, -1, 0.94

# Among those listed so far, 5 contain fluorine.
# Below each SMILES – MPTP inh, mIAP activ, mIAP inh, A3G deaminase, hIAP block, beta cell repl, ATG4B inh, A3A deaminase, hIAP activ
O=C(CN(CC1CCCO1)C(=O)CNS(=O)(=O)c1ccc(F)cc1)NCc1ccc(F)cc1 (configuration not stated)
    0.8, 0.96, 4, -5, -7, -2, 1, -2, 1.1
Cc1ccc(S(=O)(=O)Nc2nc(-c3ccc(F)cc3)cs2)cc1
    14, 0.99, 1, -1, -7, -4, 3, 1, 1.1
CC(C)CC1NC(=O)N(CC(=O)Nc2ccc(OC(F)F)cc2)C1=O (configuration not stated)
    0.3, 1, -3, 7, 0, 0, 6, 0, 1
CN(CC(=O)Nc1ccccc1C(F)(F)F)C(=O)COc1ncnc2ccccc12
    -0.5, 0.98, 2, -7, 10, -3, -15, 1, 0.9
Cc1cc(NCc2ccc(F)cc2)nc2cc(Cl)ccc12
    2.8, 1.1, -7, -5, 20, -2, 51*, 2, 0.8

# (continued)
# Below each SMILES – MPTP inh, mIAP activ, mIAP inh, A3G deaminase, hIAP block, beta cell repl, ATG4B inh, A3A deaminase, hIAP activ
CC(C)c1onc(C(=O)N2CCOCC2)c1[N+](=O)[O-]
    1.0, 0.96, 4, -7, 6, 2, -6, -3, 0.94
C#CCNC(=O)C1=C[C@@H](c2ccc(Br)cc2)[C@H](CCCO)[C@@H](OCC)O1
    0.9, 1, 0, -4, 9, -2, 1, 0, 0.91
O=C(O)CSCc1ccc(Cl)cc1
    -0.9, 0.96, 4, -6, 1, 3, 6, -4, 0.99
COCCN(C(=O)CC(C)(C)C)c1nnc(-c2cccnc2)s1
    -0.3, 1, 0, -3, -6, 1, -6, -14, 1.1
O=C(Nc1ccccc1OC(F)F)c1ccccc1
    0.0, 0.97, 3, -6, 8, 1, -12, -8, 0.92
CCCN(Cc1nnc(-c2cccs2)o1)C(=O)CN1C(=O)NC2(CCC(C)CC2)C1=O (configuration not stated)
    -0.6, 0.99, 1, -2, 7, -3, -7, 0, 0.93
CCOC(=O)c1cccc(NC(=O)CSc2nnc(C3CCCCC3)n2CC)c1
    1.0, 1.1, -13, -8, -24, 0, -5, -4, 1.2
CC1(C)CC(=O)C2=C(C1)N(c1ccccc1)C(N)=C(C#N)C2c1ccccc1 (configuration not stated)
    0.6, 1.1, -8, 4, 6, -2, -17, 7, 0.94
CCOc1ccc(/C=N/n2c(C)nnc2C)cc1OC
    -1.3, 0.94, 6, -2, 11, -3, -5, 0, 0.89
CC(=O)c1cccc(NS(=O)(=O)c2c(C)n[nH]c2C)c1
    0.8, 0.98, 2, -6, 17, -1, 0, -4, 0.83
O=C(/C=C/Sc1ccc(C(F)(F)F)cn1)c1ccccc1
    1.0, 0.95, 4, -9, 9, -4, -2, -6, 0.91
CCCc1nn(CCc2ccccn2)c(N)c1CC
    0.2, 1, -3, -7, 25, 0, -6, -3, 0.75
CN1C(=O)C2(C(C#N)=C(N)N(c3ccc(Cl)cc3)C3=C2C(=O)CC(C)(C)C3)c2ccccc21 (configuration not stated)
    -1.2, 1.1, -15, 5, 10, 0, -8, 4, 0.9
Cc1cc([N+](=O)[O-])c2c(c1C)C1C=CCC1C(c1ccccn1)N2 (configuration not stated)
    x, 0.89, 11, -4, 6, -6, x, 6, 0.94
COc1cccc(COc2ncnc3sccc23)c1
    -2.0, 1.1, -6, -2, 0, -1, 6, 2, 1
Cc1[nH]n(-c2ccccc2)c(=O)c1C(=O)c1ccccc1
    0.3, 0.99, 0, -11, 6, -3, 7, -5, 0.94
Cc1ccc(S(=O)(=O)N2CCN(C3CC(=O)N(CCc4ccccc4)C3=O)CC2)cc1C (configuration not stated)
    0.0, 0.98, 2, 1, -11, -1, -11, 5, 1.1
OCCNc1nc(Nc2ccc(Cl)c(Cl)c2)nc2ccccc12
    6.9, 0.99, 1, -2, 26, -5, 11, -5, 0.74
CC(C)N(C(=O)CSc1ccc(S(=O)(=O)N2CCCCC2)cn1)c1ccccc1
    -1.4, 0.88, 12, -4, 8, -3, -31, 2, 0.92
COc1ccccc1NCCC(=O)OCC(=O)NCc1ccco1
    -1.7, 0.95, 5, 25, 3, 1, -6, 44*, 0.97
COCCNc1c(-c2ccc(OC)cc2)nc2ccc(Cl)cn12
    -0.7, 0.99, 1, 0, 6, -4, 4, 0, 0.94
CN1/C(=C\C(=O)c2cccs2)C(C)(C)c2ccccc21
    0.8, 1, -1, -1, 2, 0, 4, 2, 0.98
Cc1nc2c(c(C)c1C#N)C(=O)c1ccccc1-2
    0.9, 0.91, 9, -3, 2, 3, -9, -2, 0.98
CCOc1ccccc1NC(=O)CSc1c(C)n[nH]c1C
    -0.5, 0.99, 1, -4, -21, 0, -11, -2, 1.2
CCCCn1c(SCc2ccccn2)nc2c1c(=O)n(C)c(=O)n2C
    -0.1, 1, -4, -6, -4, 2, -11, -4, 1
Cc1ccccc1NC(=S)N(CCCN1CCC(C)CC1)Cc1ccco1
    -0.9, 1.1, -14, -10, -17, -2, -1, -8, 1.2
Cc1c(NC(=O)c2ccc(N3CCCC3)c([N+](=O)[O-])c2)cccc1-c1nc2ccccc2s1
    1.4, 0.86, 14, 2, 16, -3, -20, 4, 0.84
O=C(NNS(=O)(=O)c1ccc(Cl)cc1)C1CCN(Cc2ccccc2)CC1
    0.8, 1, -3, -1, 0, -1, -9, -1, 1
COc1ccc(O)c(CN2CCCC(C(=O)Nc3cccc(-n4cccn4)c3)C2)c1 (configuration not stated)
    0.1, 0.96, 4, -8, -7, -1, 0, -3, 1.1
FC(F)(F)c1nnc(-c2ccccc2)nc1Oc1ccccc1
    -1.6, 1.1, -6, -5, -8, -4, 5, -2, 1.1
O=C(Oc1cccc(NC(=O)c2ccco2)c1)c1cccc(S(=O)(=O)N2CCCC2)c1
    2.3, 0.96, 4, -12, 2, -5, 5, -3, 0.98
Cc1cccc(C(=O)OCC(=O)c2c(C)[nH]c3ccccc23)c1O
    0.6, 0.94, 6, -3, 13, -1, -7, -1, 0.87
